Screening data (PubChem)
AmpC inh detg: AmpC beta-lactamase inhibition with detergent present | Potency, µM (top dose mostly 114 µM), for the others: at the top dose activity change, negative = inhibition, actives largely listed as inhibitors | AmpC hydrolysis of nitrocefin, absorbance 480 nm, 0.01% Triton | 370,000 compounds, 0.041% hits | P00811;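 note: potency is the fitted concentration of half-maximal effect; 0% = no-compound wells and -100% = no-enzyme wells; nearly all actives have a fitted effect of over 25% in size; some results filed as inactive show a strong effect at the top dose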
Target sequence (P00811 whole entry, looked up): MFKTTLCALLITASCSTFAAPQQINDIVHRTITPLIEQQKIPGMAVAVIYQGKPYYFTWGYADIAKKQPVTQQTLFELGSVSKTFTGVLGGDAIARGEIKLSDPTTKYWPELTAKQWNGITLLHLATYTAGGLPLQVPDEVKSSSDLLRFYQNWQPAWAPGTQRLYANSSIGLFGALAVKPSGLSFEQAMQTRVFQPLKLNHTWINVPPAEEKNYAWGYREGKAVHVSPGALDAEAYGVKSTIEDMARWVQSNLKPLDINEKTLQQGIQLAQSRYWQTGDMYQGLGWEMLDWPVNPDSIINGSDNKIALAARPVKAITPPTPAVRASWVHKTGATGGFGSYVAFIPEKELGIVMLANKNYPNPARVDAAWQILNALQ
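AmpC (5.3 nM in the dispensed reagent) in 20 mM phosphate pH 7.0 with 0.01% (detergent screen) or 0.0001% Triton X-100 was preincubated with compounds for 15 min at room temperature. Nitrocefin was then added from an 800 uM solution, and hydrolysis was followed at 480 nm.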
HCMV inh: inhibitors of human cytomegalovirus. HFF cells, HCMV-luciferase reporter, 72 h; active compounds read low. activity change, negative = inhibition, % at 57.5 µM. 410,000 compounds, 4.5% hits. AID 1259415; in the data active = activity change below about -60%; inconclusive = no clear call, values can overlap the other calls; inactive = above about -39%
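Two-dose cell screen: HFF monolayers treated with compounds and infected with luciferase-expressing HCMV at 1 PFU/cell, 72 h at 37C, then lysed for luciferase measurement.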
FBPA Giardia inh: Giardia lamblia aldolase inhibition. A8B2U2. 290,000 compounds, 0.71% hits. purified Giardia FBPA. AID 2451. Potency, µM (series often up to 59.6 µM), inactives show at the top dose activity, negative = inhibition, hits mostly inhibitors; note: potency is the fitted concentration of half-maximal effect; nearly all actives have a fitted effect of over 55% in size
Target sequence (A8B2U2 whole entry, looked up): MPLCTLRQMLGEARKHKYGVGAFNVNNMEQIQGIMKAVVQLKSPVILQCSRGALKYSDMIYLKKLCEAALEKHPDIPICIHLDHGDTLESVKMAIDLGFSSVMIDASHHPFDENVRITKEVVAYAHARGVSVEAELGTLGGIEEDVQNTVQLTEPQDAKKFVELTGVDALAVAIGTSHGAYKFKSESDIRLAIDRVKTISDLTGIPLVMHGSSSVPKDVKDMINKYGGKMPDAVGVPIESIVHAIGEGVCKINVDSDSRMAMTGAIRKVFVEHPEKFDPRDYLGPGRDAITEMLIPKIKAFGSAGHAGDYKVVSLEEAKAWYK
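Giardia FBPA (40 nM reagent) was preincubated 10 min at RT with compound (up to 57.5 uM final), then substrate plus GAPDH/TPI/NAD/arsenate coupling system with diaphorase/resazurin was added; resorufin fluorescence (525/598 nm) was read after 20 min.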
Sm TGR block: S. mansoni TGR enzyme inhibition. purified TGR, DTNB reduction, TNB absorbance 405 nm. Potency, µM (series often up to 114 µM), for the others: top-dose activity change, negative = inhibition, hits mostly inhibitors. 360,000 compounds, 3% hits. AID 485364; note: potency is the fitted concentration of half-maximal effect; nearly all actives have a fitted effect of over 60% in size
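Kinetic colorimetric format: TGR-catalysed, NADPH-driven DTNB reduction monitored via TNB absorbance. Enzyme dispensed at 20 nM; compound exposure 15 min at room temperature before reaction start.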
AMA1-RON2 inh: AMA1-RON2 (P. falciparum) interaction inhibition; Potency, µM (doses to about 58.2 µM), without a hit: at the top dose activity change, negative = inhibition, actives largely listed as inhibitors; 360,000 compounds, 0.2% hits; AlphaScreen AMA1-biotinylated RON2 peptide binding; AID 720542;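 note: potency is the fitted concentration of half-maximal effect; 0% = vehicle wells and -100% = peptide control; nearly all actives have a fitted effect of over 45% in size; some results filed as inactive show a strong effect at the top dose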
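AMA1 (3D7) with his tag at 25 nM final met compounds first, then biotinylated RON2 peptide at 25 nM; detection used donor plus acceptor beads, 10 µg/mL apiece, read by AlphaScreen after 30 min at room temperature.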
AmpC no deterg: AmpC beta-lactamase inhibition without detergent; P00811; AmpC nitrocefin hydrolysis, absorbance 480 nm, 0.0001% Triton; Potency, µM (titrated, usually from 57.1 µM), without a hit: top-dose activity change, negative = inhibition, usual class: inhibitors; 330,000 compounds, 0.52% hits; AID 485341;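 note: potency is the fitted concentration of half-maximal effect; plate controls were no compound for no effect and no enzyme for full effect; nearly all actives have a fitted effect of over 20% in size; some results filed as inactive show a strong effect at the top dose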
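AmpC (5.3 nM in the dispensed reagent) in 20 mM phosphate pH 7.0 with 0.01% (detergent screen) or 0.0001% Triton X-100 was preincubated with compounds for 15 min at room temperature. Nitrocefin was then added from an 800 uM solution, and hydrolysis was followed at 480 nm.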
* hit, by the source's call; ? = inconclusive; . = no result given; & = joins results of further samples; [ ] = another dose, or the depositor's remark. Unless noted, calls come from the whole dose curve; as a rule, active = well fitted curve in the direction sought with a large enough effect; inconclusive = small, poorly fitted or top-dose-only effect, or another doubt; inactive = no such curve, though single readings can be large; an effect the other way counts as inactive or inconclusive. Unless noted, % is set by controls: 0 for no effect and ±100 for the full control effect.

Codes – A = AmpC inh detg; B = HCMV inh; C = FBPA Giardia inh; D = Sm TGR block; E = AMA1-RON2 inh; F = AmpC no deterg
> CC(=O)Nc1ccc(OC(=O)c2cc3cc(Br)cc(Br)c3oc2=O)cc1
  A = ?; B = -28; C = 6%; D = -3%; E = .; F = -23%
> N[C@@H](Cc1ccccc1)C(=O)N1CCC(C(=O)NCC(=O)NCC(=O)O)CC1
  A = -5%; B = -1; C = -17%; D = 1%; E = 36%[activator]; F = -12%
> CCN(CC)CCCNc1nc2ccccc2c2nc(-c3ccncc3)nn12
  A = 6%; B = ?; C = 7%; D = 9%; E = -17%; F = 25%
> COc1ccccc1NC(=O)c1cc(C)nc2ccccc12
  A = 3%; B = 20; C = 1%; D = -17%; E = -1%; F = -10%
> CC(=O)Nc1ccc(C(=O)OCC(=O)NCCC2=CCCCC2)cc1
  A = -3%; B = -30; C = .; D = 7%; E = -25%; F = 24%
> NS(=O)(=O)c1ccc(NC(NC(=O)c2cccnc2)C(Cl)(Cl)Cl)cc1 (centres undefined)
  A = -11%; B = 5; C = 5%; D = -8%; E = 3%; F = -18%
> CCC(=O)Nc1nnc(SCC(=O)NCCc2ccc(OC)c(OC)c2)s1
  A = -1%; B = -2; C = 2%; D = 1%; E = 9%; F = -16%
> C[C@]1(OC(=O)/C=C/c2ccccc2)C[C@@H](O)[C@]2(O)C=CO[C@@H](O[C@@H]3O[C@H](CO)[C@@H](O)[C@H](O)[C@H]3O)[C@@H]21
  A = 4%; B = -25; C = .; D = ?; E = -5%; F = 21%
> O=C(Cc1ccccc1F)Nc1ccccc1N1CCCC1
  A = 8%; B = 8; C = .; D = -12%; E = 0%; F = -2%
> O=C(Nc1cccc(C(F)(F)F)c1)N1CCC(CN2CCCCCC2)CC1
  A = 14%; B = -11; C = .; D = -26%; E = .; F = .
> Clc1ccc(OCc2nc(-c3ccc(-n4cccc4)cc3)no2)cc1
  A = -10%; B = 4; C = .; D = -7%; E = .; F = .
> O=C(Nc1ccc2c(c1)OCO2)c1sc2cc(Cl)ccc2c1Cl
  A = -11%; B = -5; C = 0%; D = -18%; E = -12%[11.6 µM]; F = -8%
> COc1ccc(OC)c(NC(=O)C2CCCN(S(=O)(=O)c3ccc(-n4cnnn4)cc3)C2)c1 (centres undefined)
  A = -6%; B = -26; C = 4%; D = -15%; E = -11%; F = -3%
> CC1Cc2ccccc2N1C(=O)CSc1nnc(-c2ccc(S(=O)(=O)N3CCCC3)cc2)o1 (centres undefined)
  A = ?; B = -17; C = -2%; D = 0%; E = -2%; F = -9%
> COC(=O)COc1ccc2oc(=O)cc(-c3cc4cccc(OC)c4o3)c2c1
  A = -1%; B = 17; C = .; D = -1%; E = -7%; F = -29%
> Cc1cc(C)c(S(=O)(=O)n2c([N+](=O)[O-])cnc2C)cc1C
  A = -4%; B = -37; C = 11%; D = -5%; E = 8%[2.32 µM]; F = -15%
> CC1=Nc2ncnn2C(c2ccccc2)/C1=N\O (centres undefined)
  A = ?; B = -7; C = -18%; D = -22%; E = 3%; F = 15%
> CN[C@@H]1C[C@@H](c2ccc(Cl)c(Cl)c2)c2ccccc21
  A = -1%; B = .; C = -6%&-1%; D = -1%; E = .; F = 46%
> c1ccc(C2Nc3cccc4cccc(c34)N2)cc1
  A = 2%; B = 93; C = ?; D = 8.9µM*; E = -11%; F = -20%
> Cc1ccc(S(=O)(=O)N2CCC(C(=O)N3Cc4ccccc4C3)CC2)cc1
  A = ?; B = -11; C = 4%; D = -24%; E = 9%; F = 0%
> COc1ccc(/C(C)=N/OCC(=O)N=Nc2c(O)[nH]c3ccc(Br)cc23)cc1
  A = ?; B = -19; C = 1%; D = 7%; E = 7%; F = -39%
> COc1cc(OC)c(NC(=O)C2CCN(S(=O)(=O)c3ccc4c(c3)CC(C)N4C(C)=O)CC2)cc1Cl (centres undefined)
  A = -14%; B = -19; C = -4%; D = -4%; E = 14%; F = 134%[activator]
> Cn1c(=N)n(CC(=O)C(C)(C)C)c2ccccc21
  A = 0%; B = 9; C = 1%; D = 6%; E = -12%; F = 9%
> O=C(CSc1nccn1Cc1ccccc1)Nc1ccc2c(c1)OCCO2
  A = 2%; B = 54; C = .; D = 0%; E = .; F = .
> CCCN1CCN(CCCNC(=O)CN2C(=O)c3cccnc3Oc3ccc(Cl)cc32)CC1
  A = -2%; B = -27; C = .; D = 0%; E = -2%; F = 11%

Entries of single compounds as entered above. Screens in order: AmpC inh detg | HCMV inh | FBPA Giardia inh | Sm TGR block | AMA1-RON2 inh | AmpC no deterg
C[C@]1(OC(=O)/C=C/c2ccccc2)C[C@@H](O)[C@]2(O)C=CO[C@@H](O[C@@H]3O[C@H](CO)[C@@H](O)[C@H](O)[C@H]3O)[C@@H]21 in the list: 4% | -25 | . | ? | -5% | 21%
Cc1cc(C)c(S(=O)(=O)n2c([N+](=O)[O-])cnc2C)cc1C in the list: -4% | -37 | 11% | -5% | 8%[2.32 µM] | -15%
CCC(=O)Nc1nnc(SCC(=O)NCCc2ccc(OC)c(OC)c2)s1 in the list: -1% | -2 | 2% | 1% | 9% | -16%
Cn1c(=N)n(CC(=O)C(C)(C)C)c2ccccc21 in the list: 0% | 9 | 1% | 6% | -12% | 9%

The listing picks up, starting two compounds before the break.
Codes – A = AmpC inh detg; B = HCMV inh; C = FBPA Giardia inh; D = Sm TGR block; E = AMA1-RON2 inh; F = AmpC no deterg
> O=C(CSc1nccn1Cc1ccccc1)Nc1ccc2c(c1)OCCO2
  A = 2%; B = 54; C = .; D = 0%; E = .; F = .
> CCCN1CCN(CCCNC(=O)CN2C(=O)c3cccnc3Oc3ccc(Cl)cc32)CC1
  A = -2%; B = -27; C = .; D = 0%; E = -2%; F = 11%
> Cc1ccc(OC(C)C(=O)Nc2ccccc2C(=O)N2CCOCC2)cc1 (centres undefined)
  A = -1%; B = .; C = .; D = -10%; E = 17%; F = 14%
> CC1=C(C(=O)OC(C)(C)C)C(c2cccs2)NC(=O)N1 (centres undefined)
  A = -7%; B = -7; C = -1%; D = 6%; E = 0%; F = -6%
> CCOc1cc(N2CCOCC2)c(OCC)cc1NC(=O)c1ccc(C)cc1
  A = 8%; B = ?; C = ?; D = 4%; E = -21%; F = 196%[activator]
> CCn1c(C(=O)N2CCC(C(=O)NCCCOC)CC2)cc2sccc21
  A = 1%; B = -6; C = .; D = 4%; E = .; F = .
> CCOC(=O)c1ccccc1NS(=O)(=O)c1ccc(C)cc1
  A = -13%; B = 10; C = 0%; D = 24%; E = 0%; F = -25%
> Cc1ccc(OCCn2cc(Br)c(=O)[nH]c2=O)cc1
  A = 3%; B = 38; C = 7%; D = 0%; E = 4%; F = 2%
> CC(NCC#Cc1ccccc1)C(O)c1ccccc1 (centres undefined)
  A = -14%; B = -11; C = -2%; D = -10%; E = -2%; F = -3%
> O=C(COC(=O)c1cccc(O)c1)c1ccccc1
  A = -6%; B = 6; C = .; D = -12%; E = 12%; F = -20%
> CCOC(=O)c1ccc(OCC(=O)c2ccc(O)cc2O)cc1
  A = -12%; B = 70; C = 10%; D = 1%; E = 0%; F = -55%
> CCSc1nc2ccccc2n1CC(=O)N1CCCCC1
  A = 3%; B = 17; C = 12%; D = 4%; E = 1%; F = -12%
> COC(=O)c1cccc(S(=O)(=O)N2CCC(NC(=O)Nc3cccc(F)c3)CC2)c1
  A = -3%; B = 14; C = 0%; D = -1%; E = 8%; F = -28%
> CCCCN(C)CCN1C(=O)C2C(C(=O)Nc3ccc(C)cc3)C3C=CC2(O3)C1C(=O)NC1CCCCC1 (centres undefined)
  A = -13%; B = 11; C = -10%; D = -8%; E = -16%; F = 34%
> O=C1C2C3C=CC(C3)C2C(=O)N1Nc1c(Cl)cc(Cl)cc1Cl (centres undefined)
  A = 5%; B = ?; C = 3%; D = 15%; E = 8%; F = -2%
> CC1=C(C(=O)OCc2ccccc2)C(c2ccc(C(C)(C)C)cc2)NC(=O)N1CCCCCC(=O)O (centres undefined)
  A = ?; B = -5; C = 11%&7%; D = -17%; E = -14%; F = 8%
> CCC1(CC)NC(=O)N(CC(=O)N2N=C(c3ccc(Cl)cc3)CC2c2ccco2)C1=O (centres undefined)
  A = 5%; B = 90; C = -7%; D = -17%; E = -3%; F = 188%[activator]
> O=C(C1CCN(S(=O)(=O)c2cccs2)CC1)N1CCN(c2ccccc2F)CC1
  A = -3%; B = 15; C = .; D = -5%; E = .; F = .
> CCOC(=O)c1ccc(NC(=O)CN(Cc2ccc(C)cc2)S(=O)(=O)c2ccc(C)cc2)cc1
  A = 12%; B = 4; C = .; D = 15%; E = .; F = .
> c1ccc(OCc2nn3c(Cn4nnc5ccccc54)nnc3s2)cc1
  A = -11%; B = 30; C = 6%; D = -6%; E = 17%; F = -13%
> O=C(Nc1ccncc1)c1cc2ccccc2o1
  A = ?; B = -15; C = -6%; D = 2%; E = -3%; F = -20%
> Cc1ccc(-c2ccnc(=S)[nH]2)cc1
  A = 4%; B = -2; C = 3%; D = 0%; E = 92%[activator]; F = -10%
> O=C(CSc1nnc(Cc2ccccc2)o1)N1CCCc2ccccc21
  A = -1%; B = 9; C = 2%; D = -7%; E = -1%; F = -11%
> CC(C)(C)C(=O)OCc1cn(-c2ccccc2)nn1
  A = 1%; B = 14; C = 0%; D = 3%; E = 4%; F = -10%
> O=C(Cn1c(=O)n2ncnc2c2c3c(sc21)CCCC3)c1ccccc1
  A = -2%; B = ?; C = 3%; D = -17%; E = -6%; F = -10%
> COc1ccc(NC(=O)n2ncc3c(C)cccc32)cc1
  A = -5%; B = 148; C = -8%; D = 4%; E = 7%; F = -14%
> CC1(C)CC(=O)C(C=NCCN2CCN(C(=O)Cc3ccc(Cl)cc3)CC2)=C(O)C1
  A = -15%; B = 29; C = -2%; D = ?; E = 55%[activator]; F = 94%[activator]
> Cc1nn2c(=O)cc(COC(=O)c3ccc(NC(=O)COc4ccc(Cl)cc4)cc3)nc2s1
  A = 5%; B = -84*; C = .; D = 7%; E = .; F = .
> Cc1c(NC(=S)NC(=O)c2ccccc2Cl)c(=O)n(-c2ccccc2)n1C
  A = ?; B = -17; C = -23%; D = 7%; E = -2%; F = -12%
> COc1cc(-c2nnc(COC(=O)c3cc(C)nc4ccc(C)cc34)o2)cc(OC)c1OC
  A = 6%; B = 69; C = -3%; D = -1%; E = -4%; F = 13%
> O=C1C=C(O)CC(c2ccc(Cl)c(Cl)c2)C1 (centres undefined)
  A = 7%; B = 10; C = 4%; D = 5%; E = 4%; F = -26%
> CCCc1cc(=O)[nH]c(SCC(=O)Nc2ccc(OC(F)F)cc2)n1
  A = ?; B = 26; C = 3%; D = -4%; E = 64%[activator]; F = -24%
> CCOc1ccc(CCNC(=O)c2cc(C)on2)cc1OCC
  A = 2%; B = 11; C = .; D = -5%; E = 8%; F = 1%
